SR-BI HDL uptake: blocks mouse SR-BI lipid uptake from DiI-HDL; Q61009; ldlA[mSR-BI] CHO cells, DiI-HDL uptake fluorescence, 3 h; inhibition, % at 12.5 µM; 320,000 tested, 0.96% active; AID 488896;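 active means mean replicate inhibition of at least 70% and a set share of replicates each scoring 70 or more; inconclusive means meets just one of the two criteria; inactive means fails both criteria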;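 further: 0% = median of neutral control wells and 100% = median of positive control wells; values of inactives mirror those of a sister screen read the other way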
Target sequence (Q61009 whole entry, looked up): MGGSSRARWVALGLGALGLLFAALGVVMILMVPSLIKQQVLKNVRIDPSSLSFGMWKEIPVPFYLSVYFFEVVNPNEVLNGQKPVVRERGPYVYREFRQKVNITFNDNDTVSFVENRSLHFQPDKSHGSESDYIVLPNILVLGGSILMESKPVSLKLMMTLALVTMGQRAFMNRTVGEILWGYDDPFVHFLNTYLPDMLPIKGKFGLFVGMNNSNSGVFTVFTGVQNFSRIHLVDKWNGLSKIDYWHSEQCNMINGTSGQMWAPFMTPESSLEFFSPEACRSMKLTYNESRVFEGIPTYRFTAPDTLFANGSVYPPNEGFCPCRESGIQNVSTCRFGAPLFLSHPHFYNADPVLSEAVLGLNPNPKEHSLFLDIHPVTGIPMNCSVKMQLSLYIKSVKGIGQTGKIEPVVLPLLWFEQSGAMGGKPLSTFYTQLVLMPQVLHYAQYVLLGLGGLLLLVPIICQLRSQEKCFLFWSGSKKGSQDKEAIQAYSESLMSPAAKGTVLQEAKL
Rtt109 Vps75: C. albicans Rtt109 histone acetyltransferase inhibition. 330,000 tested, 0.16% active. purified Rtt109/Vps75, ThioGlo CoA-SH fluorescence, 4 h. Q5AAJ8. inhibition, % at 34.9 µM;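 active means inhibition of at least 50% in every replicate; inconclusive means best replicate reaches 50% inhibition but some replicates fall short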
MITF TRPM1 HTS: MITF TRPM1 promoter activation in melanoma cells | activation, % at 12.5 µM | SK-MEL-5 TRPM1-promoter luciferase, 24 h; % of positive control, neutral wells = 0 | AID 588334 | 300,000 tested, 0.75% active;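 active means mean activation of at least 80% with every replicate also reaching 80%; inconclusive means mean reaches 80% but some replicate falls short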;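 further: 0% = neutral control wells and 100% = parthenolide positive control wells; values of inactives mirror those of a sister screen read the other way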
CDK5 p35 inh: CDK5/p35 (human) kinase inhibition. Q00535+Q15078. Recombinant CDK5/p35, ADP-Glo luminescence, 60 min. inhibition, % at 10 µM. 330,000 tested, 0.01% active. AID 488839;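 active means highest replicate inhibition of at least 50% and at least 75% of replicates reaching 50%; inconclusive means only one of the two criteria met; inactive means both criteria failed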;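 further: plate controls were DMSO neutral control for no effect and GW8510 at 10 µM for full effect; many of its hits are not listed in these tables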
SR-BI DiI-HDL act: activators of SR-BI mediated HDL lipid uptake; activation, % at 12.5 µM; CHO ldlA[mSR-BI] cells, DiI-HDL uptake fluorescence, 3 h; 100 = double the neutral-control signal; 320,000 tested, 0.096% active;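 active means mean replicate activation of at least 60% and every replicate at or above 60%; inconclusive means mean or all-replicate condition met, but not both; inactive means mean below 60% and not all replicates reaching 60%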;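 further: 0% = median plate neutral-control signal and 100% = twice that signal; values of inactives mirror those of a sister screen read the other way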
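Material – SR-BI-overexpressing, LDLR-lacking CHO cells · Medium – BSA-supplemented, HEPES-buffered Ham's F12, pH 7.4 · Doses – single concentration · Times – compound with DiI-HDL co-incubation, 3 h at 37 °C · Measured by – bottom-read fluorescence, 550/595 nm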
Wnt bcat act: activators of Wnt/beta-catenin signaling. Wnt/beta-catenin reporter cell assay, activator, plate reader. activation, % at 9.35 µM. 300,000 tested, 1.2% active. AID 743398; in the data active means activation above about 30%, passing the limit was not always enough; inconclusive means no clear call, values can overlap the other calls;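 further: 0% = neutral control wells and 100% = positive control wells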
HTR5A ag ctr: activates human HTR5A in OPRM1-OPRD1 agonist counter-screen; P47898; HTR5A agonist assay, luminescence, cell-based; activation, % at 9.3 µM; 340,000 tested, 0.61% active; in the data active means activation mostly above about 9.5%, no sharp cut-off; inactive means mostly below about 7.6%;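 further: 0% = cells with vehicle only and 100% = reference agonist; strong numbers were not always called active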
Target sequence (P47898 whole entry, looked up): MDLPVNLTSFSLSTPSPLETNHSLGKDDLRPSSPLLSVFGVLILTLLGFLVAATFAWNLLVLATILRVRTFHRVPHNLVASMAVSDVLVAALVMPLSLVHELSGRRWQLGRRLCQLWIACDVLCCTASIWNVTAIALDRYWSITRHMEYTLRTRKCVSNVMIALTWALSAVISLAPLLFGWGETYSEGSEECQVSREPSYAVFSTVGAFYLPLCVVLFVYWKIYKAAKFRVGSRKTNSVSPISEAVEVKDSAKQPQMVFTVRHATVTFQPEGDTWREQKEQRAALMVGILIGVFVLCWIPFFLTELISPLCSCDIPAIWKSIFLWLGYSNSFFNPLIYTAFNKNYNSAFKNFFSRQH
dFosB activator: mouse delta FosB homodimer activation. purified delta FosB, TAMRA-CDK5 oligo fluorescence polarization; percent of positive-control signal above neutral wells. activation, % at 25 µM. 340,000 tested, 0.99% active. AID 493131;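 active means mean activation above about 17%, with every replicate also reaching it, limit read from the data, passing the limit was not always enough; inconclusive means only one of the two conditions met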;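 further: fluorescence polarization rise as delta FosB binds a TAMRA Cdk5 AP-1 oligo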
PvdQ acylase: blocks Pseudomonas aeruginosa PvdQ acylase activity; 340,000 tested, 0.063% active; AID 488965; inhibition, % at 10 µM; purified PvdQ acylase, fluorescence plate reader; in the data active means inhibition above about 30%, passing the limit was not always enough; inconclusive means no clear call, values can overlap the other calls;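 further: 0% = vehicle neutral wells and 100% = reference inhibitor wells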
RTF Ca sens act: cardiac RTF calcium sensitization; P19429+P45379; AID 493008; activation, % at 7.2 µM; 340,000 tested, 0.24% active; IANBD-labeled TnC RTF fluorescence at EC20 calcium; 0% EC20 calcium, 100% full calcium;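 active means activation above the mean over all tested compounds plus 3 SD, cut at about 30% in these data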;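 further: rise in fluorescence read as greater calcium sensitivity of cardiac thin filaments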
Active calls of the source: *; ? = inconclusive; . = no result given.

SMILES	SR-BI HDL uptake	Rtt109 Vps75	MITF TRPM1 HTS	CDK5 p35 inh	SR-BI DiI-HDL act	Wnt bcat act	HTR5A ag ctr	dFosB activator	PvdQ acylase	RTF Ca sens act
C=CCNC(=O)c1ccc(-c2nc(-c3ccc(Cl)cc3Cl)cs2)cc1	17.5	-6.2	.	-0.8	-17.5	.	-5.5	-20.8	-11.4	0.3
COc1ccc(C(=O)C2CCCN(C(=O)Cn3nc(C)cc3C)C2)cc1F (configuration not stated)	.	-6.7	-3.1	-0.6	.	2.7	-1.8	-4.4	-11.2	-2.2
CCN1C(=O)/C(=C\c2nc3ccccc3c(=O)n2-c2ccccc2)c2ccccc21	.	4.3	-9.4	-0.2	.	0.5	-0.3	-4.0	-7.7	6.1
O=[N+]([O-])c1ccc(S(=O)(=O)N2CCN(C3CCN(Cc4ccccc4)CC3)CC2)cc1	3.5	-5.1	-10.0	1.4	-3.5	-5.6	-2.2	-14.4	-17.8	-0.1
CCn1c(CSc2nc3ccccc3s2)nnc1SCC(N)=O	-24.9	-4.5	-9.7	2.8	24.9	.	2.1	4.2	-8.5	3.4
COc1ccc(NS(=O)(=O)c2cccc(NC(=O)c3cnccn3)c2)cc1Br	21.7	6.4	-11.8	0.5	-21.7	-1.8	.	-7.7	-18.0	.
CC(=O)N1CCCN(Cc2nc(C3(c4ccc(C)cc4)CCCC3)no2)CC1	-7.6	-2.5	-5.1	-1.0	7.6	-1.6	0.1	9.1	10.7	-3.2
COc1ccc(NC(C)=O)cc1C#N	-22.4	-9.9	-3.7	2.7	22.4	-0.1	-2.2	4.3	-2.5	-3.4
CCCCCNC(=O)c1c[nH]c2ccc(S(=O)(=O)N3CCC4(CC3)OCCO4)cc2c1=O	3.2	.	-12.0	-0.6	-3.2	-1.4	2.0	-7.2	16.6	-9.8
O=C(Nc1ccnn1C1CCN(Cc2cccnc2)CC1)c1ccccc1Cl	-17.3	11.5	14.7	0.6	17.3	2.8	-0.3	-3.1	-18.7	-6.8
CC(C)c1onc(C(=O)N2CCN(C(c3ccccc3)c3ccccc3)CC2)c1[N+](=O)[O-]	14.4	15.6	-1.1	0.1	-14.4	-1.7	0.0	4.3	3.2	9.9
CCOC(=O)C1CCCN1C(=O)c1ccc(OC)c(Br)c1 (configuration not stated)	-0.5	-0.2	13.5	-0.3	0.5	-2.1	-0.9	3.2	-8.5	5.6
O=C(Nc1cccc(-c2nc3ccccc3s2)c1)c1cccs1	30.6	.	-1.3	0.3	-30.6	28.7	5.7	-25.1	-10.0	-3.2
CSCC(=O)NC1CCCN(C2Cc3ccccc3C2)C1 (configuration not stated)	-5.3	-1.9	3.2	-0.3	5.3	0.0	3.8	0.7	-14.7	-3.8
COc1cc(C(=O)O)ccc1OCC(=O)N1CCOCC1	-9.2	-8.7	6.4	-1.3	9.2	.	-6.8	10.3	-8.5	3.4
COc1ccc(OC)c(NC(=O)Cc2csc(NC(=O)Nc3ccccc3OC)n2)c1	76.3*	?	7.6	4.5	-76.3	-1.5	-1.2	3.6	11.7	-10.5
CCOc1ccccc1OCC(=O)NNC(=O)Cn1cnc2c1c(=O)n(C)c(=O)n2C	17.0	-13.3	5.5	0.6	-17.0	1.5	.	-11.7	-8.6	7.1
CS(=O)(=O)N(CC(=O)N/N=C/c1cc2c(cc1Br)OCO2)c1ccccc1Br	29.7	-6.4	7.2	1.8	-29.7	.	12.7	26.6*	6.0	-8.8
COc1nc(-c2ccncc2)nc2ccccc12	26.1	-17.2	-3.6	1.1	-26.1	2.1	-4.6	-31.7	-26.1	0.3
Cc1ccc(C(CNC(=O)Nc2ccccc2)N2CCN(C)CC2)cc1 (configuration not stated)	-39.8	-2.4	2.5	0.4	.	0.6	1.5	-13.3	-4.4	-0.5
O=C(O)CCC(=O)Nc1ccc(OCC(=O)O)cc1	-10.1	7.1	.	0.9	10.1	.	1.9	3.6	15.6	1.1
CN1CCN(C(=O)c2cn(-c3ccccc3)nc2-c2cccnc2)CC1	-23.1	-6.3	-6.0	1.4	23.1	.	-5.6	-0.9	-11.3	1.8
Cc1ccnc(SCCn2c(N3CCC(C)CC3)nc3c2c(=O)n(C)c(=O)n3C)n1	-14.3	12.1	12.7	-2.4	14.3	.	3.3	-0.2	5.3	3.7
COc1ccc(Cc2n[nH]c(=O)c3ccccc23)cc1OC	-20.6	-1.3	.	0.4	20.6	?	0.6	-6.9	4.7	21.2
COCc1c(C(=O)NC(C)c2ccc(S(N)(=O)=O)cc2)oc2ccccc12 (configuration not stated)	-11.2	9.1	-6.7	-0.5	11.2	-3.7	1.2	-5.8	-19.5	-3.9

Some entries already given, showing only SR-BI HDL uptake and CDK5 p35 inh.
| canonical_smiles | SR-BI HDL uptake | CDK5 p35 inh |
| --- | --- | --- |
| CCN1C(=O)/C(=C\c2nc3ccccc3c(=O)n2-c2ccccc2)c2ccccc21 | . | -0.2 |
| O=[N+]([O-])c1ccc(S(=O)(=O)N2CCN(C3CCN(Cc4ccccc4)CC3)CC2)cc1 | 3.5 | 1.4 |
| CCn1c(CSc2nc3ccccc3s2)nnc1SCC(N)=O | -24.9 | 2.8 |

Next records
SMILES	SR-BI HDL uptake	Rtt109 Vps75	MITF TRPM1 HTS	CDK5 p35 inh	SR-BI DiI-HDL act	Wnt bcat act	HTR5A ag ctr	dFosB activator	PvdQ acylase	RTF Ca sens act
Cc1ccc(NC(=O)Cc2n[nH]c(=S)n2C)cc1	-0.6	-3.4	0.2	0.3	0.6	1.1	1.1	-0.3	-1.1	1.8
CC(c1ccccc1)N1CNc2c(c(=O)n(C)c(=O)n2C)C1 (configuration not stated)	3.8	4.3	-1.3	-0.7	-3.8	.	2.1	-8.6	-10.1	7.4
COc1ccc(/C=C/C(=O)OCC(=O)NCc2ccccc2)cc1OC	11.8	11.6	-5.0	1.5	-11.8	-0.7	4.9	0.2	2.2	-5.2
COCC1CCN(C(=O)C2CCC(=O)N(C3CCCCCC3)C2)CC1 (configuration not stated)	-17.8	-5.1	-4.3	0.5	17.8	-1.6	-3.5	-3.1	3.5	0.5
Cc1cccc(C=Nc2ccccc2C(N)=O)c1	-3.8	-30.2	-1.9	0.6	3.8	1.2	-1.6	-10.8	-2.7	-0.7
CN(Cc1ccccc1)S(=O)(=O)c1ccc2[nH]c(=O)ccc2c1	-9.4	1.2	.	0.2	9.4	-3.1	1.1	-1.5	-3.5	2.0
CCCS/C(N)=N/N=C/c1cc(C)ccc1O	-12.0	1.3	123.0*	2.7	12.0	.	-0.2	-2.8	4.6	-1.6
C=CCc1ccccc1OCC(O)CN1CCN(c2ccccc2F)CC1 (configuration not stated)	-13.3	-4.4	-6.3	-1.9	13.3	.	-0.7	3.6	-6.1	-3.1
Cc1c(Cl)cccc1NC(=O)Nc1ccc(C(N)=O)cc1	-1.3	3.7	-2.7	0.5	1.3	0.4	4.7	6.3	-1.1	-0.3
Cc1c(C(=O)N/N=C/c2ccc(-c3ccccc3[N+](=O)[O-])o2)sc(N)c1C#N	11.3	0.1	7.8	0.7	-11.3	2.5	2.1	0.3	-3.8	8.4
O=C(CSc1nc2ccccc2c(=O)[nH]1)Nc1cccc([N+](=O)[O-])c1	-28.0	2.0	6.1	1.0	28.0	-1.5	10.8	0.7	-3.0	0.4
Cc1cc(-c2ccc(N3C(=O)CCC3=O)c(C)c2)ccc1N1C(=O)CCC1=O	-21.4	-1.8	-16.1	3.4	21.4	.	10.8	0.5	-6.0	3.1
CCc1ccc(OCC(=O)O/N=C(\N)c2ccncc2)cc1	-22.4	-4.5	72.8	1.0	22.4	6.8	9.2	-10.8	2.9	-2.2
CCCCc1ccc(CC(=O)Nc2cc(S(=O)(=O)N3CCOCC3)ccc2O)cc1	3.9	-11.1	0.0	0.0	-3.9	1.1	-1.0	-9.4	-13.6	0.2
CCOc1ccc(CCNC(=O)CSc2nnnn2C)cc1OCC	-25.5	1.6	-7.6	0.8	25.5	0.6	0.7	0.9	-16.9	0.7
CCOC(=O)c1c(NC(=O)CSc2nnc(-c3cccnc3)o2)sc(C)c1C	8.8	-1.8	.	0.4	-8.8	-2.0	2.2	-10.8	-16.2	3.1
CCNc1[nH]c(=O)n(C)c(=O)c1N=O	.	-2.0	-3.4	1.7	.	-1.8	-5.5	-5.4	-2.2	6.4
O=C(CN(C(=O)c1csnn1)c1ccccc1F)NCc1ccc2c(c1)OCO2	.	0.0	.	-2.5	.	0.9	3.6	0.9	-12.8	4.9
COc1ccccc1Nc1ncc(-c2cccs2)s1	27.3	1.2	72.2	1.2	-27.3	.	-2.9	3.3	-4.7	-11.7
Cc1cccc(N2CCN(C(=O)CSc3ccsc3[N+](=O)[O-])CC2C)c1 (configuration not stated)	24.4	4.4	11.0	-0.3	-24.4	.	1.9	-6.1	-0.1	-1.9
CS(=O)(=O)Nc1ccc(C(=O)NCCC2=CCCCC2)cc1	-20.4	-4.0	44.6	-0.1	20.4	11.1	0.5	0.3	0.3	-12.8
Cc1ccc(Cn2nnnc2CN2CCC(NC(=O)C(C)(C)C)CC2)cc1	-3.2	8.5	-5.7	0.0	3.2	-0.8	1.2	1.8	3.7	1.8
CN(C)C1=NC[C@H](Cc2ccccc2)N1CCc1ccc(F)cc1	-28.9	1.6	11.5	1.0	28.9	-2.2	0.4	7.1	-1.3	-0.6
N#Cc1c(-c2cccc(Br)c2)cc(-c2cccnc2)nc1N	11.6	2.5	-3.2	-4.5	-11.6	.	7.0	-13.2	-12.6	-2.2
CN(CCc1ccccc1)C(=O)c1ccc(NC(=O)Cc2cccc(NC(=O)C3CCN(C(=O)C4CC4)CC3)c2)cc1	16.7	-7.5	-1.3	13.8	-16.7	-4.5	-0.4	-5.7	5.8	-1.3
The listing continues:
SMILES	SR-BI HDL uptake	Rtt109 Vps75	MITF TRPM1 HTS	CDK5 p35 inh	SR-BI DiI-HDL act	Wnt bcat act	HTR5A ag ctr	dFosB activator	PvdQ acylase	RTF Ca sens act
O=C(CCCOc1ccc(Cl)cc1Cl)NCCc1ccccn1	.	7.0	0.2	-3.2	.	-6.9	-5.4	-2.9	-4.8	-4.1
O=C(CN(C1CCCCC1)S(=O)(=O)c1ccccc1)NCc1cccnc1	-18.7	14.1	-3.6	2.6	18.7	.	-0.1	3.7	-8.9	4.2
Cn1cc2cccc([N+](=O)[O-])c2n1	-23.7	-1.2	5.6	1.2	23.7	-1.2	-2.4	-9.4	-7.7	-4.7
COc1ccc(Nc2ncc(C(=O)O)c3ccccc23)cc1	-10.5	-0.4	7.0	-1.6	10.5	.	-6.8	7.4	-3.0	-6.3
COc1cc(Cl)c(NS(=O)(=O)c2ccc(-c3ccc(=O)[nH]n3)o2)c(OC)c1	-21.2	-3.0	5.0	2.0	21.2	0.7	2.1	0.7	-1.5	-3.5
Cc1ccccc1N1CC(O)(c2cccs2)[N+]2=C1CCCC2 (configuration not stated)	-22.4	1.7	19.8	-0.8	22.4	-0.3	-2.2	2.2	-11.4	1.3
